mIDH1 inhibitor: human IDH1 R132H inhibition; O75874; IDH1-R132H enzyme, NADPH consumption, diaphorase/resazurin fluorescence; Potency, µM (highest dose often 76.6 µM), for inactives: top-dose activity change, negative = inhibition, usual class: inhibitors; actives 0.093% (n = 390,000); also: potency is read from the fitted curve at half-maximal effect; % is scaled to controls: 0 for no effect and ±100 for the full control effect; nearly all actives have a fitted effect of over 65% in size
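IDH1-R132H (0.5 ug/mL dispensed) in pH 7.5 Tris buffer was preincubated 30 min with compound, then given a substrate mix of 0.016 mM NADPH and 2 mM alpha-KG for 80 min at room temperature; remaining NADPH was read by diaphorase/resazurin fluorescence.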
USP1-UAF1 inh: inhibitors of human USP1/UAF1 deubiquitinase. O94782. Potency, µM (highest dose often 57.1 µM), for inactives: at the highest dose activity change, negative = inhibition, usual class: inhibitors. recombinant USP1/UAF1, Ub-Rhodamine cleavage fluorescence. AID 743255. actives 0.23% (n = 390,000); also: potency is read from the fitted curve at half-maximal effect; % is scaled to controls: 0 for no effect and ±100 for the full control effect; nearly all actives have a fitted effect of over 60% in size; inactives centre near -12
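Step one: compound is pinned into 1nM USP1/UAF1 in HEPES pH 7.8 buffer with TCEP. Step two: 15 min room-temperature incubation. Step three: Ub-Rho (150nM final) starts cleavage, tracked by fluorescence over six one-minute reads.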
TRHR PAM: allosterically enhances the human TRH receptor; TRHR cells, fluo-8 calcium fluorescence, EC20 TRH enhancement; actives 0.66% (n = 360,000); enhancement, % at 2 µM; P34981; AID 493056; in the data active = enhancement above about 30%; also: 0% is about no effect
Target sequence (P34981 whole entry, looked up): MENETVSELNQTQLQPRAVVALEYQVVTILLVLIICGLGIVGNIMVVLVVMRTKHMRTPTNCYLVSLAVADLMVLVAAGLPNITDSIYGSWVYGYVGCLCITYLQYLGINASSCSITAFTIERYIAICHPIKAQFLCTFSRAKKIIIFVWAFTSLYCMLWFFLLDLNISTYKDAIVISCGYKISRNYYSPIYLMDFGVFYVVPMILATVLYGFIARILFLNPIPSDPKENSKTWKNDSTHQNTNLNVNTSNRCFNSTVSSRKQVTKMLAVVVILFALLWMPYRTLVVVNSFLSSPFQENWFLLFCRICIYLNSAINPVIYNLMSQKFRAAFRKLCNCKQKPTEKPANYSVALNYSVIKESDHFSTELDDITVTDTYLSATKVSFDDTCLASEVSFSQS
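TRHR-expressing cells loaded with fluo-8 calcium dye were read kinetically (ex 480/em 530) during compound addition, then stimulated with an EC20 of TRH (10 nM final). Enhancement of the Gq-mediated intracellular calcium response was scored.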
D2 agonist: activates the human D2 dopamine receptor. P14416. AID 485358. activation, % at 2 µM. HEK293 T-REx D2 cells, calcium flux agonist mode. actives 0.53% (n = 340,000);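 active = activation over 3 SD above normal in the single-dose calcium agonist read, cut at about 30% in these data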; also: 0% is about no effect
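HEK293 Trex D2 cells, tetracycline-induced, o/n 30 C 5% CO2; no-wash Ca dye, RT 30–90 min; 10-cycle baseline, 23 nl cpd added, kinetic Ca read 180 s; agonist hits = positive Ca response.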
PI4K2A block: PI4K2A (human) kinase inhibition; actives 0.13% (n = 420,000); AID 1346378; purified PI4K2A, ADP-Glo luminescence, 1 h; hits give low values; activity change, negative = inhibition, % at 76.9 µM; Q9BTU6; in the data active = activity change below about -50%; inconclusive = mostly about -30% to -49%;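 also: -100% = wells without enzyme as full effect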
Target sequence (Q9BTU6 whole entry, looked up): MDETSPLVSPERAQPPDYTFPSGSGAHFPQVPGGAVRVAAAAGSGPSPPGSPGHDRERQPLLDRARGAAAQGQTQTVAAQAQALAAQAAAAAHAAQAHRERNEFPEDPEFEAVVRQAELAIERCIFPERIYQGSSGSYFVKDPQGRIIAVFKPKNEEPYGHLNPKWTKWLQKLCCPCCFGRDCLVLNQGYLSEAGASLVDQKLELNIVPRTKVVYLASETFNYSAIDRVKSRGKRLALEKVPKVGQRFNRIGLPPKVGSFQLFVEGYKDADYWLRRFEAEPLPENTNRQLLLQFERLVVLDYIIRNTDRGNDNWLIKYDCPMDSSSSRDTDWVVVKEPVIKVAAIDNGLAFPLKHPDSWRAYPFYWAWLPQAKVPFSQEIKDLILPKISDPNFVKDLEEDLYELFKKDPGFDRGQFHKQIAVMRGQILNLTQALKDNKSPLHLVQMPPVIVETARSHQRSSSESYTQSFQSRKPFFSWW
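ADP-Glo luminescence measured ADP generated by PI4K2A enzyme (4 ug/mL before mixing) with 1.2 mM PI substrate (pre-mix) and 300 microM ATP (pre-mix). Tris pH7.5 buffer with MgCl2, Triton X-100; 1 h reaction at ambient temperature.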
TrxR1 substrate: is turned over as a substrate by rat TrxR1; Potency, µM (doses to about 114 µM), without a hit: at the top dose activity change, negative = substrate turnover; purified TrxR1 substrate turnover, NADPH consumption readout; O89049; actives 0.01% (n = 390,000); also: potency is read from the fitted curve at half-maximal effect; % is scaled to controls: 0 for no effect and ±100 for the full control effect; nearly all actives have a fitted effect of over 50% in size
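Rat TrxR1, dispensed at 90 nM, was prereduced with 400 uM NADPH (final) for 5 min at ~22 deg C, then incubated with compound 15 min before 400 uM selenite. A first-read NADPH fluorescence drop versus no-compound background flagged substrates.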
TrxR1 inh: blocks rat thioredoxin reductase 1; recombinant rTrxR1, NADPH fluorescence consumption, selenite substrate; O89049; Potency, µM (highest dose often 114 µM), without a hit: at the highest dose activity change, negative = inhibition, hits mostly inhibitors; actives 1% (n = 390,000); also: potency is read from the fitted curve at half-maximal effect; % is scaled to controls: 0 for no effect and ±100 for the full control effect; nearly all actives have a fitted effect of over 65% in size
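Rat TrxR1 (90 nM in the dispensed reagent) was pre-reduced with 400 uM NADPH for 5 min at room temperature, then incubated with compound for 15 min. After 400 uM selenite was added, NADPH fluorescence (Ex 340/Em 450 nm) was followed for 8 min.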
D2 antagonist: antagonizes the human D2 dopamine receptor; P14416; HEK293 TREx D2 cells, calcium flux, dopamine EC80; inhibition, % at 10 µM; actives 2% (n = 340,000); AID 485344; in the data active = inhibition above about 30%; also: 0% is about no effect
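Read-out: kinetic calcium fluorescence (1 cycle/s) in inducible HEK293 T-REx D2 cells after an EC80 dopamine addition that followed 180 s compound preincubation. Loss of the dopamine response indicates antagonism.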
TRHR agonist: TRH receptor (human) agonism. TRHR cells, calcium flux fluo-8, FDSS agonist mode. AID 493084. P34981. actives 0.18% (n = 360,000). activation, % at 2 µM; in the data active = activation above about 30%; also: 0% is about no effect
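In this calcium-flux screen, cells bearing human TRHR are dye-loaded with fluo-8, baselined for 10 cycles, then exposed to library compounds; positive kinetic calcium responses during the agonist phase mark hits, with TRH as control.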
* hit, by the source's call; u = inconclusive; x = not tested or not shown; [ ] = dose if it differs, or a comment. Unless noted, calls follow the shape of the dose curve; as a rule, active = well fitted inhibition curve with a large enough effect; inconclusive = small, poorly fitted or top-dose-only effect; inactive = no such curve, though single readings can be large or run the other way.

SMILES	mIDH1 inhibitor	USP1-UAF1 inh	TRHR PAM	D2 agonist	PI4K2A block	TrxR1 substrate	TrxR1 inh	D2 antagonist	TRHR agonist
O=C(Nc1cccc(S(=O)(=O)N2CCCCC2)c1)c1ccc([N+](=O)[O-])o1	-3%	-12%	-4	2.3	-2	-5%	-20%	3	0.8
CC(=O)c1ccc(Cl)c(Cl)c1Cl	-4%	-23%	-4	-0.8	2	8%	6%	9	-1.2
Cc1ccc2cc(CCNC(=O)C(=O)c3c(C)[nH]c4ccccc34)c(=O)[nH]c2c1	-6%	-23%	2	-0.7	-1	1%	23%	-8	-0.2
COc1ccc(C(=O)Oc2cc(OC)cc(OC)c2C(C)=O)cc1	-3%	-18%	-2	-0.2	0	-1%[57.1 µM]	-3%[57.1 µM]	9	0.3
COc1ccccc1C(=O)Nc1cc2c(cc1N1CCOCC1)n(C)c(=O)n2C	2%	u	8	0.3	0	31%[activator]	11%	x	-0.9
c1ccc(-c2ncnc3ccccc23)cc1	4%	-2%	x	x	4	-14%	-17%	x	x
COc1cc(CN2CCN(Cc3cn(C)c4ccccc34)CC2CCO)cc(OC)c1 (configuration not stated)	7%	-20%	-2	1.4	1	3%	12%	17	1.2
CCOC(=O)c1c(CN(C)C)oc2cc(CN(C)C)c(O)c(CSc3ccccc3)c12	10%	-25%	11	1.3	-1	-9%	1%	-9	-1.6
CCOC(=O)c1cc(CC)sc1/N=C/C1C(=O)CC(C)(C)CC1=O	1%	-3%	-3	0.4	-1	-3%	u	-1	-0.6
COC(=O)c1nc(NC(=O)c2ccccc2)n[nH]1	2%	-14%	-6	-0.8	0	-5%	56µM*	-11	0.6
Fc1ccc(F)c(C2=NNC(=Nc3ccccc3F)SC2)c1	u	u	2	0.2	-14	-4%	12%	-11	-0.3
CCCCn1c(N)c(N(CCC(C)C)C(=O)c2sc3nc4n(c(=O)c3c2C)CCC4)c(=O)[nH]c1=O	4%	-12%	-5	0.2	4	5%	18%	15	0.0
CC(=O)NC1C(OCc2ccccc2)OC(CO)C(OC(C)=O)C1OC(C)=O (configuration not stated)	5%	-17%	-2	2.0	1	2%	2%	-3	2.0
CC(/C=C/c1ccccc1F)=N\NC(=O)C(C)C	4%	-4%	-4	2.1	4	0%	2%	-13	-0.4
COc1ccc(/C=C(\C#N)C(=O)OCC(=O)NCc2ccccc2OC)cc1	1%	-9%	9	-0.1	-1	15%	10%	12	-0.9
Cc1nnc(SCC(=O)Nc2ncc3c(n2)CCCC3=O)s1	4%	-15%	3	0.3	3	8%	17%	25	-0.1
Cc1ccc2c(c1)NC(=O)C(CC(=O)NCc1cccnc1)O2 (configuration not stated)	1%	-11%	-2	-0.5	5	-3%[57.1 µM]	6%[57.1 µM]	29	1.5
Cc1ccc(S(=O)(=O)c2nc(-c3ccco3)oc2NCC2CCCO2)cc1 (configuration not stated)	6%	-20%	-4	0.7	-2	-7%	u	12	0.3
Cc1noc2ncnc(NCc3cccc(Cl)c3)c12	5%	-17%	7	x	-2	-13%	-15%	x	1.2
C/C(=N\NC(=O)c1ccc(O)cc1)c1ccc2c(c1)Nc1ccccc1S2	-8%	-13%	-2	2.3	-2	-2%	7%	9	1.3

Single entries from the entries so far.
Result of `C/C(=N\NC(=O)c1ccc(O)cc1)c1ccc2c(c1)Nc1ccccc1S2` under TRHR agonist: 1.3
Result of `Cc1nnc(SCC(=O)Nc2ncc3c(n2)CCCC3=O)s1` under PI4K2A block: 3
Result of `Fc1ccc(F)c(C2=NNC(=Nc3ccccc3F)SC2)c1` under TrxR1 substrate: -4%

Continued:
SMILES	mIDH1 inhibitor	USP1-UAF1 inh	TRHR PAM	D2 agonist	PI4K2A block	TrxR1 substrate	TrxR1 inh	D2 antagonist	TRHR agonist
COc1ccc(NC(=O)N(C)C[C@H]2Oc3ccc(NC(=O)NC4CCCCC4)cc3C(=O)N([C@H](C)CO)C[C@@H]2C)cc1	-8%	-13%	x	x	-1	8%[57.1 µM]	-5%[57.1 µM]	x	x
Cc1ccc(-c2nnc(NC(=O)CCS(=O)(=O)c3ccccc3)o2)c(C)c1	8%	-13%	13	0.2	1	4%	6%	-1	-0.2
Cc1c(OC(C)C(=O)NCC2CCC(C(=O)O)CC2)ccc2c1oc(=O)c1ccccc12 (configuration not stated)	-4%	-22%	2	-0.1	22	245%[activator]	-10%	-24	0.3
CC(C)/C=N/Nc1nc(-c2ccc(Br)cc2)cs1	4%	-15%	2	1.8	-5	-8%	-20%	-10	0.2
CN(C)c1ccc(NC(=O)c2sc(SCC(=O)Nc3ccc(Br)cc3)nc2N)cc1	4%	-9%	-2	0.3	6	-9%	-1%	4	0.2
CCCNC(=O)c1cc2c(C(F)(F)F)nn(C)c2s1	-2%	-9%	0	-1.2	-2	2%[57.1 µM]	0%[57.1 µM]	-4	-0.3
N#C/C(=C/c1ccc(CNC(=O)C(=O)Nc2cc(Cl)cc(Cl)c2)o1)C(=O)NCc1cccnc1	1%	-10%	19	-1.4	0	2%	0%	2	-1.1
Cc1cc(C)n(CCC(=O)Nc2ccc(-c3ccno3)cc2)n1	0%	-24%	-5	0.8	1	-1%	7%	-13	0.1
CCOC(=O)C1=C(C)NC(C)=C(C(=O)OCC)C1C1=COCCO1	0%	-14%	0	-0.4	-3	-7%	12%[57.1 µM]	8	-0.7
Cc1ccc(S(=O)(=O)C2(C(=O)Nc3nccs3)CC2)cc1	-1%	-21%	5	0.0	-5	4%	3%	-3	-1.0
Cc1cc(C)nc(NC(=O)c2ccc(OC(C)C)cc2)n1	4%	5%	-1	-0.2	-1	-10%	-12%	11	0.5
COC(=O)Cc1c(O)ccn(Cc2ccc3c(c2)OCO3)c1=O	7%	-15%	1	2.6	-7	10%[57.1 µM]	15%[57.1 µM]	7	0.4
Cc1ccc(S(=O)(=O)NNC(=O)c2ccncc2)cc1	0%	-18%	3	1.7	4	-7%	-7%	0	0.6
CCOC(=O)c1c(NC(=O)CSc2nc3cccnc3n2C)sc(C(C)=O)c1C	-5%	-7%	-3	0.4	-1	-5%[57.1 µM]	-6%[57.1 µM]	-6	0.6
CN(Cc1c(C(=O)N/N=C/c2cccc(F)c2)nnn1-c1nonc1N)c1ccccc1	7%	-7%	-4	x	-1	3%	27%	x	-0.4
CC(C)(C)c1ccc(C(=O)NCC(=O)N/N=C/c2cccnc2)cc1	-8%	-7%	-2	0.2	2	-3%[57.1 µM]	-3%[57.1 µM]	-11	0.3
COc1ccc(C(=O)Nc2ccc(OCc3cc(=O)n4ccccc4n3)cc2)cc1	5%	6%	10	0.3	0	5%[57.1 µM]	33%[57.1 µM]	x	0.1
O=C(NCc1ccncc1)C1=NN(c2ccccc2)C(=O)CC1	4%	3%	0	2.6	-7	6%[57.1 µM]	18%[57.1 µM]	-18	0.1
CC(C)NC(=S)NC(=O)c1ccc(-c2ccccc2)cc1	1%	-12%	3	5.4	-5	-7%	u	1	2.5
COc1ccc(S(=O)(=O)N(CC(=O)Nc2cccnc2)c2ccc(C)cc2)cc1OC	-5%	-7%	1	0.1	0	-3%	7%	x	-1.2

Some entries already given, reduced to USP1-UAF1 inh:
compound | USP1-UAF1 inh
Cc1noc2ncnc(NCc3cccc(Cl)c3)c12 | -17%
C/C(=N\NC(=O)c1ccc(O)cc1)c1ccc2c(c1)Nc1ccccc1S2 | -13%

Other compounds follow.
SMILES	mIDH1 inhibitor	USP1-UAF1 inh	TRHR PAM	D2 agonist	PI4K2A block	TrxR1 substrate	TrxR1 inh	D2 antagonist	TRHR agonist
Cc1ccc(S(=O)(=O)N2CCc3cc(C(=O)Nc4c(C)cccc4C(C)C)ccc32)cc1	-9%	u	0	x	0	1%	29%	x	0.9
COc1ccc(/C=N/n2c(SC)nnc(C(C)(C)C)c2=O)c(OC)c1	3%	-6%	-2	0.3	5	4%[57.1 µM]	3%[57.1 µM]	23	0.2
COC(=O)c1c(N2C(=O)[C@H]3[C@@H](C2=O)[C@]2(C(=O)Nc4ccc(C)cc42)N2CCC[C@@H]32)sc(C)c1C	x	x	-2	-0.3	x	x	x	8	0.2
CSCCC(NC(=O)c1ccco1)C(=O)NCC(C)(C)N1CCOCC1 (configuration not stated)	14%	-15%	0	0.4	-3	5%	13%	4	0.5
CN(C)c1ccc(CC(=O)c2nc3ccccc3s2)cc1	32%[activator]	-14%	-4	1.1	-3	-6%	-8%	-4	0.2
CN(C)S(=O)(=O)c1ccc2c(c1)c(=O)c(C(=O)N1CCN(c3cccc(Cl)c3)CC1)cn2C	8%	-20%	-5	2.7	-8	-7%	3%	x	-0.1
COc1ccc(/C=C(/NC(=O)c2ccccc2)C(=O)N/N=C/c2cccs2)cc1OC	1%	-18%	10	-0.5	-1	-6%[57.1 µM]	1%[57.1 µM]	-40	-0.1
O=C(Nc1scc(-c2ccccc2)c1C(=O)O)c1ccc(F)cc1	21%	-10%	1	0.3	-4	-4%	2%	12	0.1
O=C(COC(=O)COc1ccccc1F)NCc1ccco1	2%	-10%	x	x	3	-3%	-15%	x	x
c1ccc(-c2nc(N3CCCCC3)nc3ccccc23)cc1	-1%	-15%	-2	-0.5	0	6%	1%	-9	-0.5
CC1CN(C(=O)c2cn3ccccc3n2)CC(C)O1 (configuration not stated)	-4%	-6%	8	0.0	-1	-9%	-16%	-10	0.1
CCOC(=O)/C=C/C(=O)OCC(=O)NC(c1ccccc1)c1ccccc1	6%	-26%	0	-0.6	7	1%	28µM*	-5	-1.2
O=C(NCc1ccncc1)/C(=C\c1ccc(F)cc1)NC(=O)c1ccccc1	-5%	-19%	3	0.4	0	2%	21%	-5	0.9
CN(CC(=O)Nc1cccc(F)c1)C(=O)C1CC(=O)N(CCc2ccccc2)C1 (configuration not stated)	1%	-16%	-4	0.4	2	11%	24%	33*	0.0
Cc1ccc(NCCC(=O)c2ccc(Cl)c(Cl)c2)cc1	-2%	-18%	-4	0.7	2	11%	u	12	0.4

Compound activity (PubChem BioAssay)
